From PubChem BioAssay
HEK cytotox – HEK 293 cell cytotoxicity | HEK 293 viability, ATP luminescence (CellTiter-Glo), 48-72 h | Potency, µM (top dose mostly 115 µM), for inactives: top-dose activity change, negative = cytotoxicity, most hits filed as inhibitors | hit rate 6.6% among 94,000 | AID 1345083; further: potency means the concentration at half of the fitted maximal effect; nearly all actives have a fitted effect of over 60% in size
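Viability of HEK 293 cells, plated at 250 cells/well, was judged by cellular ATP after compound treatment for 48 or 72 hr. Luminescence was imaged 10 min after CellTiter-Glo addition at room temperature.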
IP6K1 inh – IP6K1 kinase inhibition | IP6K1 kinase, ADP-Glo luminescence, 2 h; active compounds read low | activity change, % (series mostly up to about 58 µM) | hit rate 0.81% among 140,000 | AID 1645851; in the data active means activity change below about -25%
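ADP-Glo luminescence measures ADP made by human IP6K1 during a 2 h RT reaction with ATP/IP6 (mix at 1.3 mM/130 uM); top library doses 57.5 and 19.1 uM final.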
Luciferase inh – blocks purified firefly luciferase enzyme activity; P08659; purified P. pyralis luciferase, luminescence, biochemical; Potency, µM (top dose mostly 115 µM), for inactives: at the highest dose activity change, negative = inhibition, hits mostly inhibitors; hit rate 2.5% among 76,000; further: potency means the concentration at half of the fitted maximal effect; nearly all actives have a fitted effect of over 65% in size
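Purified P. pyralis luciferase (10nM final) in 50mM Tris acetate pH 7.5, 10mM Mg acetate, 0.01% Tween-20, 0.05% BSA with 10uM D-luciferin and 10uM ATP. Compounds titrated qHTS. Luminescence imaged on CCD.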
SNCA expr inhib – SNCA gene expression inhibition. HEK-293 SNCA-luciferase knock-in, luminescence, 24 h. AID 1671194. Potency, µM (top dose mostly 57.2 µM), for inactives: at the top dose activity change, negative = inhibition, actives largely listed as inhibitors. hit rate 0.17% among 140,000;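 further: potency means the concentration at half of the fitted maximal effect; plate controls were DMSO cells for no effect and cell-free wells for full effect; nearly all actives have a fitted effect of over 45% in size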
GPT2 inhibitor – GPT2 alanine aminotransferase inhibition. hit rate 0.25% among 100,000. AID 1671188. Potency, µM (doses to about 57.7 µM), for inactives: at the highest dose activity change, negative = inhibition, usual class: inhibitors. Recombinant GPT2, coupled pyruvate oxidase/HRP Amplex Red fluorescence. Q8TD30; further: potency means the concentration at half of the fitted maximal effect; nearly all actives have a fitted effect of over 60% in size; many of its hits are not listed in these tables
Target sequence (Q8TD30 whole entry, looked up): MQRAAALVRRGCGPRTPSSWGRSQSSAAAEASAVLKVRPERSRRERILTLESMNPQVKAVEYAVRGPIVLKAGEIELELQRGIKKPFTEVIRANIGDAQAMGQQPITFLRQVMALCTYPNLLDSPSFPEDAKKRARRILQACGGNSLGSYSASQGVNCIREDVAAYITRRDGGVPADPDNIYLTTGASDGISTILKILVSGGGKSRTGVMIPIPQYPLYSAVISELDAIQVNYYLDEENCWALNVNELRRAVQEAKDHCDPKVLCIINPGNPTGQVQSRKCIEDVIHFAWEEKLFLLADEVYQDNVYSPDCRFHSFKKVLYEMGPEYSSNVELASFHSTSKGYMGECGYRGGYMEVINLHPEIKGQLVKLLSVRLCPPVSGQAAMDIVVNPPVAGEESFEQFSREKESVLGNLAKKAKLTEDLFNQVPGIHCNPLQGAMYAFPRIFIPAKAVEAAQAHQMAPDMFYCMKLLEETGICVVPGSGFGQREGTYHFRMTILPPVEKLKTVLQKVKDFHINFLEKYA
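Fluorescence read-out: pyruvate from GPT2 turnover coupled to pyruvate oxidase, HRP and Amplex Red (0.2mM ThPP, 0.2U/mL PO and HRP, 50uM Amplex final). Substrates 250uM a-KG, 2mM L-alanine; enzyme 10ng/uL; 30 min RT.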
3T3 cytotox – NIH 3T3 cell cytotoxicity; NIH 3T3 viability, CellTiter-Glo ATP luminescence, 48-72 h; Potency, µM (top dose mostly 96.7 µM), for the others: top-dose activity change, negative = cytotoxicity, hits mostly inhibitors; hit rate 4.3% among 94,000; AID 1345082; further: potency means the concentration at half of the fitted maximal effect; nearly all actives have a fitted effect of over 55% in size
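Cells were seeded at 400 per well, treated with pin-transferred compound, and kept 48 or 72 hr at 37 °C before CellTiter-Glo addition and luminescence imaging of cellular ATP.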
HEK293 viab – reduces viability of HEK-293 SNCA reporter cells | HEK-293-SNCA-luc viability, GF-AFC fluorescence, 24 h | Potency, µM (top dose mostly 57.1 µM), inactives show at the top dose activity change, negative = cytotoxicity, most hits filed as cytotoxic | hit rate 0.12% among 150,000;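 further: potency means the concentration at half of the fitted maximal effect; 0% = DMSO-treated cells and -100% = medium-only wells without cells; nearly all actives have a fitted effect of over 30% in size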
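Cytotoxicity counterscreen: after 24 h compound treatment of genome-edited SNCA-luciferase HEK-293 cells, live-cell protease substrate GF-AFC read by fluorescence after 30 min; activity scaled between DMSO (0%) and medium-only (-100%), curves Hill-fitted.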
Numbers without * were called inactive; i = inactive; ? = inconclusive; · = no result given; [ ] = remark or other dose. Unless noted, the call rests on the fitted dose curve; in most records, active means well fitted curve in the direction sought with a large enough effect; inconclusive means small, poorly fitted or top-dose-only effect, or another doubt; inactive means no such curve, though single readings can be large; an effect the other way counts as inactive or inconclusive. Unless noted, on the % scale 0 is the no-effect control and ±100 the full control effect. Only part of the results is shown (hit frequency here may not be typical).

| entry | SMILES | HEK cytotox | IP6K1 inh | Luciferase inh | SNCA expr inhib |
| --- | --- | --- | --- | --- | --- |
| 1 | COCCN1CCCC2(CCN(C(=O)CCN(C)S(C)(=O)=O)C2)C1=O (stereo not given) | 0% | -3 | -10% | -14% |
| 2 | O=C(c1ccsc1)N1CCC2(CC1)CC(N(Cc1ccc(F)cc1)C1CC1)CCO2 (stereo not given) | ? | -6 | 6% | 1% |
| 3 | Cc1ccc(C(=O)N2CCCC(C(=O)N3CCCC3c3nc4ccncc4[nH]3)C2)cc1 (stereo not given) | -3% | -8 | · | 16% |
| 4 | O=C(NCC1CCCCN1)c1cc(OCC(F)(F)F)ccc1OCC(F)(F)F (stereo not given) | · | 4 | · | -3%[25.6 µM] |
| 5 | COc1ccc(CNc2nc(-c3ccccc3)nn2S(=O)(=O)c2ccccc2)cc1 | · | 16 | · | 205%[activator] |
| 6 | COc1ccc2nc3n(c2c1)[C@@H](CNCc1ccc(C(F)(F)F)cc1)COC3 | ? | -8 | -16%[172 µM] | 7%[87.6 µM] |
| 7 | O=C(NCc1cccc(F)c1)c1ccccc1NC(=O)c1nsc2ccccc12 | · | -4 | · | 18% |
| 8 | O=C(Cn1c(=O)n(Cc2ccc3c(c2)OCO3)c(=O)c2ccc(C(=O)NC3CCCCC3)cc21)Nc1ccccc1F | · | -5 | · | -21% |

| entry | GPT2 inhibitor | 3T3 cytotox | HEK293 viab |
| --- | --- | --- | --- |
| 1 | 1% | -2% | ? |
| 2 | i | ? | 6% |
| 3 | 1% | -3% | -6% |
| 4 | ? | · | ? |
| 5 | · | · | 9% |
| 6 | ? | ? | -22%[87.6 µM] |
| 7 | · | · | 1% |
| 8 | · | · | 6% |

Following part.
| entry | SMILES | HEK cytotox | IP6K1 inh | Luciferase inh | SNCA expr inhib |
| --- | --- | --- | --- | --- | --- |
| 9 | Cc1cc(C)cc(NC(=O)Cn2nc3c(cc2=O)CCCCC3)c1 | -11% | 10 | 0% | -20% |
| 10 | COCCN1C(=O)c2ccccc2C(C(=O)NCCC2=CCCCC2)C12CCCC2 (stereo not given) | ? | 6 | 4% | ? |
| 11 | Cc1ccc(/C=C/c2nc3ccccc3[nH]2)cc1 | · | -41* | · | -93% |
| 12 | COc1ccc(S(=O)(=O)N2C[C@@H]3C[C@H](C2)c2c(NC(=O)c4ccc5c(c4)OCO5)ccc(=O)n2C3)cc1 | ? | 3 | -6% | -17% |
| 13 | O=C(O)CN1CCNc2nc(CNc3ccc(F)cc3)n(Cc3ccccc3)c2C1=O | i | -5 | -6%[172 µM] | 9%[87.6 µM] |
| 14 | CCO[C@H]1CN(Cc2cc3c(cc2OC)OCCCO3)C[C@@H]1O | 1% | -10 | -1% | -23% |
| 15 | O=C(NCc1ccccc1)C1CCc2nnc(C3CC3)n21 (stereo not given) | 2% | 11 | · | -25% |
| 16 | O=C(NC1CCN(c2cc(-c3ccccc3)[nH]n2)CC1)c1ccc(F)cc1F | ? | 17 | -16% | 29% |

| entry | GPT2 inhibitor | 3T3 cytotox | HEK293 viab |
| --- | --- | --- | --- |
| 9 | i | -10% | 7% |
| 10 | 1% | -24% | ? |
| 11 | · | · | -6% |
| 12 | -11% | ? | -19% |
| 13 | 4%[88.5 µM] | ? | -2%[87.6 µM] |
| 14 | 3% | 1% | 4% |
| 15 | ? | -1% | 0%[12.5 µM] |
| 16 | i | ? | 15% |

Other records follow.
| entry | SMILES | HEK cytotox | IP6K1 inh | Luciferase inh | SNCA expr inhib |
| --- | --- | --- | --- | --- | --- |
| 17 | O=C(C[C@@H]1CCNC[C@@H]1Cc1cc(-c2ccccc2)on1)NCc1ccccc1 | ? | 15 | 3%[172 µM] | 5%[87.6 µM] |
| 18 | CC(Oc1ccccc1)C(=O)OCc1cc(=O)n2nc(C(C)C)sc2n1 (stereo not given) | · | -30* | · | 20% |
| 19 | CN1CCN(C(=O)c2nc3sccn3c2-c2ccncc2)CC1 | i | 9 | · | -5% |
| 20 | CS(=O)(=O)N1CCC2(CC1)CN(C(=O)c1ccc3[nH]ccc3c1)Cc1ccccc1O2 | -13% | -7 | · | 12% |
| 21 | O=C(Nc1ccccc1)N1CCC(Oc2ncccc2C(=O)N2CCCCC2)C1 (stereo not given) | -5% | 9 | -10% | -20% |
| 22 | CCCCOc1ccc(Cn2c(=O)sc3ccccc32)cc1OC | · | 1 | · | -9% |
| 23 | COc1ccc(-c2ccnc3nc(Cc4ccc(F)cc4)nn23)cc1 | ? | 0 | -8% | 4% |
| 24 | CC1=C(C(N)=O)C(c2ccc(C(C)C)cc2)n2nc(SCc3ccccc3F)nc2N1 (stereo not given) | · | 38 | · | -8% |

| entry | GPT2 inhibitor | 3T3 cytotox | HEK293 viab |
| --- | --- | --- | --- |
| 17 | ? | 100µM* | 7%[87.6 µM] |
| 18 | · | · | 0% |
| 19 | i | -9% | 1% |
| 20 | -1% | -8% | -13% |
| 21 | -16% | -19% | 6% |
| 22 | · | · | -11% |
| 23 | i | ? | -1% |
| 24 | · | · | -18% |

Reprinted: nos. 1–11
| entry | SMILES | HEK cytotox | IP6K1 inh | Luciferase inh | SNCA expr inhib |
| --- | --- | --- | --- | --- | --- |
| 1 | COCCN1CCCC2(CCN(C(=O)CCN(C)S(C)(=O)=O)C2)C1=O (stereo not given) | 0% | -3 | -10% | -14% |
| 2 | O=C(c1ccsc1)N1CCC2(CC1)CC(N(Cc1ccc(F)cc1)C1CC1)CCO2 (stereo not given) | ? | -6 | 6% | 1% |
| 3 | Cc1ccc(C(=O)N2CCCC(C(=O)N3CCCC3c3nc4ccncc4[nH]3)C2)cc1 (stereo not given) | -3% | -8 | · | 16% |
| 4 | O=C(NCC1CCCCN1)c1cc(OCC(F)(F)F)ccc1OCC(F)(F)F (stereo not given) | · | 4 | · | -3%[25.6 µM] |
| 5 | COc1ccc(CNc2nc(-c3ccccc3)nn2S(=O)(=O)c2ccccc2)cc1 | · | 16 | · | 205%[activator] |
| 6 | COc1ccc2nc3n(c2c1)[C@@H](CNCc1ccc(C(F)(F)F)cc1)COC3 | ? | -8 | -16%[172 µM] | 7%[87.6 µM] |
| 7 | O=C(NCc1cccc(F)c1)c1ccccc1NC(=O)c1nsc2ccccc12 | · | -4 | · | 18% |
| 8 | O=C(Cn1c(=O)n(Cc2ccc3c(c2)OCO3)c(=O)c2ccc(C(=O)NC3CCCCC3)cc21)Nc1ccccc1F | · | -5 | · | -21% |
| 9 | Cc1cc(C)cc(NC(=O)Cn2nc3c(cc2=O)CCCCC3)c1 | -11% | 10 | 0% | -20% |
| 10 | COCCN1C(=O)c2ccccc2C(C(=O)NCCC2=CCCCC2)C12CCCC2 (stereo not given) | ? | 6 | 4% | ? |

| entry | GPT2 inhibitor | 3T3 cytotox | HEK293 viab |
| --- | --- | --- | --- |
| 1 | 1% | -2% | ? |
| 2 | i | ? | 6% |
| 3 | 1% | -3% | -6% |
| 4 | ? | · | ? |
| 5 | · | · | 9% |
| 6 | ? | ? | -22%[87.6 µM] |
| 7 | · | · | 1% |
| 8 | · | · | 6% |
| 9 | i | -10% | 7% |
| 10 | 1% | -24% | ? |

| entry | SMILES | HEK cytotox | IP6K1 inh | Luciferase inh | SNCA expr inhib |
| --- | --- | --- | --- | --- | --- |
| 11 | Cc1ccc(/C=C/c2nc3ccccc3[nH]2)cc1 | · | -41* | · | -93% |

| entry | GPT2 inhibitor | 3T3 cytotox | HEK293 viab |
| --- | --- | --- | --- |
| 11 | · | · | -6% |

Remaining list, next part
| entry | SMILES | HEK cytotox | IP6K1 inh | Luciferase inh | SNCA expr inhib |
| --- | --- | --- | --- | --- | --- |
| 25 | CC(C)CCN1CCOc2cc([S+](=O)([O-])Nc3nncs3)ccc2C1 | -12%[172 µM] | -1 | -1%[172 µM] | 8%[87.6 µM] |
| 26 | O=C1NCCCCCN(C(=O)CCC2CCCC2)[C@H]2CCCC[C@@H]12 | -24% | -12 | 4% | 1% |
| 27 | CC(C)C1(CNC(=O)c2coc(COc3ccc4c(c3)OCO4)n2)CC1 | -6% | 17 | -9% | 8% |
| 28 | O=C(c1ccc(-c2noc(C3CC3)n2)cc1)N1CCC2(CCOCC2)CC1 | -22% | -11 | 0% | 0% |

| entry | GPT2 inhibitor | 3T3 cytotox | HEK293 viab |
| --- | --- | --- | --- |
| 25 | 5%[88.5 µM] | 32µM* | 1%[87.6 µM] |
| 26 | i | ? | -5% |
| 27 | i[11.5 µM] | -8% | -1% |
| 28 | -26% | ? | -10% |
